# From PubChem BioAssay
# 12-LOX inh – blocks human arachidonate 12S-lipoxygenase. P18054. purified 12hLO, xylenol orange hydroperoxide absorbance. Potency, µM (highest dose often 108 µM), for inactives: top-dose activity change, negative = inhibition, usual class: inhibitors. actives 1.1% (n = 580,000). AID 1671190; note: % is set by controls: 0 for no effect and ±100 for the full control effect
#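 Purified human 12hLO (150 nM final) in 25 mM Hepes, 0.01% Triton X-100, pH 7.0 was preincubated 15 min at room temperature with compound. Then 40 uM arachidonic acid was added, 30 min. Hydroperoxide was read by Fe-XO absorbance ratio 573/405 nm.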
# HP1b chromo inh – HP1-beta chromodomain-methylated histone interaction inhibition. P83916. AlphaScreen HP1-beta / biotin-H3K9me3 peptide binding. Potency, µM (doses to about 114 µM), inactives show at the top dose activity change, negative = inhibition, most hits filed as inhibitors. actives 0.56% (n = 390,000). AID 540317; note: nearly all actives have a fitted effect of over 70% in size; inactives centre near 23
#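 AlphaScreen: HP1-beta (50 nM) preformed 30 min with biotin-H3(1-18)K9me3 peptide (50 nM) in PBS pH 7.4, 0.01% Tween-20. Compound added for 30 min at RT, then streptavidin donor/nickel chelate acceptor beads (10 ug/mL) for 30 min.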
# RGS4 inhibitor – inhibitors of human regulator of G protein signaling 4; Transcreener GDP fluorescence polarization, RGS4-accelerated GTP hydrolysis; Potency, µM (doses to about 114 µM), inactives show at the top dose activity change, negative = inhibition, most hits filed as inhibitors; actives 0.039% (n = 390,000); note: % is set by controls: 0 for no effect and ±100 for the full control effect; nearly all actives have a fitted effect of over 75% in size; some results filed as inactive show a strong effect at the top dose
#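 MLSMR compounds (23 nl, pin-transferred) preincubated 10 min at room temperature with a 500nM (2x) first reagent, then RGS4 at 900nM (2x) plus Transcreener GDP mix added; fluorescence polarization (620/688 nm) read before and after 90 min at 30 °C.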
# TrxR1 inh – blocks rat thioredoxin reductase 1; O89049; actives 1% (n = 390,000); recombinant rTrxR1, NADPH fluorescence consumption, selenite substrate; AID 588453; Potency, µM (highest dose often 114 µM), inactives show at the highest dose activity change, negative = inhibition, usual class: inhibitors; note: % is set by controls: 0 for no effect and ±100 for the full control effect; nearly all actives have a fitted effect of over 65% in size
#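 Rat TrxR1 (90 nM in the dispensed reagent) was pre-reduced with 400 uM NADPH for 5 min at room temperature, then incubated with compound for 15 min. After 400 uM selenite was added, NADPH fluorescence (Ex 340/Em 450 nm) was followed for 8 min.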
# Pin1 inh – blocks the human prolyl isomerase Pin1; Q13526; Pin1 FP peptide displacement, HiFluor488, 10 min; Potency, µM (doses to about 115 µM), for the others: top-dose activity, negative = inhibition, usual class: inhibitors; actives 0.009% (n = 390,000); AID 504891; active = well fitted inhibition curve with a large enough effect in the polarisation, with a control signal flat, not every such curve was filed as active; inconclusive = small, poorly fitted or top-dose-only effect, or effect the other way, or a change in a side signal; inactive = no such curve, though single readings can be large or run the other way; the % refers to the polarisation; note: % is set by controls: 0 for no effect and ±100 for the full control effect
# GLS inhibitor – inhibitors of human glutaminase (GLS) | Potency, µM (highest dose often 45.5 µM), for inactives: at the highest dose activity change, negative = inhibition, hits mostly inhibitors | GLS enzymatic activity, qHTS titration | actives 0.21% (n = 410,000) | AID 624170 | O94925; note: % is set by controls: 0 for no effect and ±100 for the full control effect
#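 Assay buffer: 45 mM KH2PO4 pH 8.2, 0.02% Tween-20. hKGA acts on L-glutamine (1 mM solution added); product glutamate is reported by an oxidase/peroxidase Amplex Red coupling, with fluorescence taken at baseline and 30 min.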
# JMJD2A Tudor inh – JMJD2A Tudor domain (human) inhibition | O75164 | AlphaScreen JMJD2A-Tudor / H3K4me3 peptide binding | Potency, µM (titrated, usually from 114 µM), without a hit: at the highest dose activity change, negative = inhibition, most hits filed as inhibitors | actives 4.4% (n = 390,000) | AID 504339; note: % is set by controls: 0 for no effect and ±100 for the full control effect; nearly all actives have a fitted effect of over 50% in size
# Target sequence (O75164 whole entry, looked up, the tested form may be a part): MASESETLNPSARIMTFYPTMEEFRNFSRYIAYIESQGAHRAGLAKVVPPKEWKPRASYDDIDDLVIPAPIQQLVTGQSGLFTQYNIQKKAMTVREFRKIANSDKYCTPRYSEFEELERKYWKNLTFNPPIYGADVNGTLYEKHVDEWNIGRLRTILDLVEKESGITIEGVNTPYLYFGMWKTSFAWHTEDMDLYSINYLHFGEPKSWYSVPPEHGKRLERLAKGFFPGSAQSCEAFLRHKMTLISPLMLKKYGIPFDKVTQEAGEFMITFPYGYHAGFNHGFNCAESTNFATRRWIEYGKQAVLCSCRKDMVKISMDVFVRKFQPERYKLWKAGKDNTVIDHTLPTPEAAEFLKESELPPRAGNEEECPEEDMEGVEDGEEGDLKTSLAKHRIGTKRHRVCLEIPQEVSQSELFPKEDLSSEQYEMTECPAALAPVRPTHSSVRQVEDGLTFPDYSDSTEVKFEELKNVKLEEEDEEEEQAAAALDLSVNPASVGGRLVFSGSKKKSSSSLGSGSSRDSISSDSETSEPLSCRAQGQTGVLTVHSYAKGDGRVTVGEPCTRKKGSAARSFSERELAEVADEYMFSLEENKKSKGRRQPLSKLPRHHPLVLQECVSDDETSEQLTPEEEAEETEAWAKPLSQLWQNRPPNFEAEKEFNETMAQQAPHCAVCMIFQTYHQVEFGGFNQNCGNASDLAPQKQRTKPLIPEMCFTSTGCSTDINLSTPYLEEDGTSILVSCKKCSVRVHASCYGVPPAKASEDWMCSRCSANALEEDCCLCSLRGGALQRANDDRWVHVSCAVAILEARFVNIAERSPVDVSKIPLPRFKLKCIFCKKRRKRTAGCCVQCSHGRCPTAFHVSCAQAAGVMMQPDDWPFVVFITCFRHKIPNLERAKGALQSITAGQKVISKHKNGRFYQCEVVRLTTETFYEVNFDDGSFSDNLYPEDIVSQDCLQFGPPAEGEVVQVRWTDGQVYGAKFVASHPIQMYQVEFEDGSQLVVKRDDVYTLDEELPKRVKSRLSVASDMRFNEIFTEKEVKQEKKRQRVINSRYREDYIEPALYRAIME
# Tb PGK inh – blocks T. brucei phosphoglycerate kinase | P07378 | PGK/GAPDH coupled, Kinase-Glo luminescence, 60 min | Potency, µM (titrated, usually from 57.5 µM), without a hit: at the top dose activity change, negative = inhibition, hits mostly inhibitors | actives 0.043% (n = 380,000) | AID 602233; note: % is set by controls: 0 for no effect and ±100 for the full control effect; nearly all actives have a fitted effect of over 60% in size
#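 Luminescent ATP detection (Kinase-Glo Plus) follows a 60-minute room-temperature incubation, with wells lacking PGK as controls. Buffer: 100 mM TEA (pH 7.6), 5 mM MgCl2, 0.01% Tween-20. Coupling enzyme GAPDH (100 nM final) supplies unstable 1,3-BPG in-well.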
# ERG-DNA inh – ERG Ets/DNA interaction inhibition; actives 0.028% (n = 370,000); AID 624246; fluorescence polarization, His-ERG Ets domain / labelled DNA; P11308; Potency, µM (highest dose often 76.9 µM), for the others: at the top dose FP activity, negative = inhibition, most hits filed as inhibitors; active = well fitted inhibition curve with a large enough effect in the polarisation, with a control signal flat; inconclusive = small, poorly fitted or top-dose-only effect, or effect the other way, or a change in a side signal; inactive = no such curve, though single readings can be large or run the other way; the % refers to the polarisation;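 note: polarization taken with two DNA probes labelled with fluorescein and Texas red; % of control where 0% means no effect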
#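 His-tagged ERG Ets domain (1 uM in the protein solution; 300mM KCl, 50mM Tris-HCl, 1mM EDTA, 1mM DTT, pH 7.5) received compound, then a probe mix of 5 nM fluorescein-DNA and 100nM Texas-615-DNA. Fluorescence polarization was read for both dyes.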
# Active calls of the source: *; i = inactive; ? = inconclusive; . = not tested or not shown; & = joins results of further samples; [ ] = remark or other dose. Unless noted, calls come from the whole dose curve; as a rule, active = well fitted curve in the direction sought with a large enough effect; inconclusive = small, poorly fitted or top-dose-only effect, or another doubt; inactive = no such curve, though single readings can be large; an effect the other way counts as inactive or inconclusive. Potency is the fitted concentration of half-maximal effect.
12-LOX inh,HP1b chromo inh,RGS4 inhibitor,TrxR1 inh,Pin1 inh,GLS inhibitor,JMJD2A Tudor inh,Tb PGK inh,ERG-DNA inh,Compound
?,?,7%,6%[57.1 µM],1%,23%,40µM*,-8%,-11%,CN(C)CCn1c(=O)n(Cc2ccccc2)c(=O)c2c3c(sc21)CCCCC3
-5%,14%,-4%,15%,-5%,-4%,-15%,-5%,0%,COc1cccc(NS(=O)(=O)c2ccc(OC)c(OC)c2)c1
37%[activator],21%,?,5%,8%,12%,15%,8%,-5%,COc1cc(NC(=O)c2ccc3c(c2)OCO3)c2ncccc2c1
?,21%[57 µM],-4%,13%,1%,1%,6%,1%,-6%,O=C(NNC(=O)C1CCCC1)c1ccccc1F
2%,13%,5%,25%,8%,-2%,-8%,8%,3%,CC(=O)Nc1nc(C)c(C(C)C)s1
38%[activator],49%[activator],3%,7%,9%,8%,-5%,-3%,6%,Nc1ncnc(Nc2ccccc2Cl)n1
-1%,66%[activator],-20%,21%,19%,2%,3%,-4%,3%,Cc1ccc(-n2cc(C(=O)c3ccccc3O)cn2)cc1
-11%,19%,13%,4%[57.1 µM],-3%,9%,-8%,-4%,-3%,Cc1ccc(S(=O)(=O)NCCCC(=O)N2CCC(C)CC2)cc1

# Copied from the listing for reference:
12-LOX inh,HP1b chromo inh,RGS4 inhibitor,TrxR1 inh,Pin1 inh,GLS inhibitor,JMJD2A Tudor inh,Tb PGK inh,ERG-DNA inh,Compound
?,?,7%,6%[57.1 µM],1%,23%,40µM*,-8%,-11%,CN(C)CCn1c(=O)n(Cc2ccccc2)c(=O)c2c3c(sc21)CCCCC3
-5%,14%,-4%,15%,-5%,-4%,-15%,-5%,0%,COc1cccc(NS(=O)(=O)c2ccc(OC)c(OC)c2)c1
37%[activator],21%,?,5%,8%,12%,15%,8%,-5%,COc1cc(NC(=O)c2ccc3c(c2)OCO3)c2ncccc2c1
?,21%[57 µM],-4%,13%,1%,1%,6%,1%,-6%,O=C(NNC(=O)C1CCCC1)c1ccccc1F
2%,13%,5%,25%,8%,-2%,-8%,8%,3%,CC(=O)Nc1nc(C)c(C(C)C)s1
38%[activator],49%[activator],3%,7%,9%,8%,-5%,-3%,6%,Nc1ncnc(Nc2ccccc2Cl)n1
-1%,66%[activator],-20%,21%,19%,2%,3%,-4%,3%,Cc1ccc(-n2cc(C(=O)c3ccccc3O)cn2)cc1
-11%,19%,13%,4%[57.1 µM],-3%,9%,-8%,-4%,-3%,Cc1ccc(S(=O)(=O)NCCCC(=O)N2CCC(C)CC2)cc1

# Following part:
12-LOX inh,HP1b chromo inh,RGS4 inhibitor,TrxR1 inh,Pin1 inh,GLS inhibitor,JMJD2A Tudor inh,Tb PGK inh,ERG-DNA inh,Compound
0%,36%,11%,9%,2%,-3%,-3%,-7%,2%,COC(CNC(=O)c1ccc2c(c1)ncn2-c1cccc(F)c1)OC
-10%,35%,13%,6%,-1%,1%,-7%[57.1 µM],-9%,3%,COCCN(C(=S)Nc1c(C)cccc1C)C(C)c1cccnc1 (stereo not given)
-16%,56%[activator],11%,33%[57.1 µM],3%,-5%,-12%,-6%,-1%,CC(C)c1ccc(Nc2ncnc3c2c(-c2ccccc2)cn3-c2ccccc2)cc1
-6%,11%[57 µM],-4%,33%[57.1 µM],-4%,-14%,-8%,-8%,8%,COc1ccc(NC(=O)CCNS(=O)(=O)c2ccc3c(c2)CCN3C(=O)C2CC2)cc1Cl
2%,31%,-5%,0%,0%,1%,3%,1%,-7%,CCN(CC)C(=O)Nc1ccccc1C
-17%,24%,-3%,17%,0%,8%,-5%,i,9%,On1c(-c2ccccc2Cl)nc2ncccc21
-9%,5%,-26%,0%,-1%,-3%,-28%,i,9%,Cc1cccc(NC(=O)c2ccc3c(c2)C(=O)N(c2ccccc2C)C3=O)n1
1%,8%,-11%,6%[57.1 µM],-3%,-4%,-12%,1%,-8%,Cc1cc(C(=O)N/N=C/c2ccc(N(C)C)cc2)c2ccccc2n1
24%,7%,14%,13%,1%,2%,-15%,9%,3%,NC(=O)CSc1nnc(COc2ccccc2)n1CCc1ccccc1
-2%,16%,-7%,13%,-2%,-3%,2%,-10%,-5%,O=C(NC1CCCCC1)C(c1ccco1)N(C(=O)c1csnn1)c1ccc(Cl)cc1 (stereo not given)
-12%,40%[activator],22%,15%,-1%,0%,10%,8%,-6%,COc1cc(C)c(C#N)c(OC)n1
-22%&-13%,-3%,-25%,17%[57.1 µM],?,-15%,56µM*,-6%,18%,CCn1c(/C=C/c2c[nH]c3ccccc23)nc2ccccc2c1=O
23%[57.4 µM],12%,-16%,8%,-4%,3%,-13%,-2%,-8%,CC1CCN(c2nc3c(c(=O)[nH]c(=O)n3C)n2Cc2ccccc2Cl)CC1
-4%,53%[activator],-11%,3%,4%,8%,-29%,2%,-2%,O=C(Nc1ccon1)c1nc[nH]c1C(=O)NCc1ccccc1
?,5%,-20%,14%[11.4 µM],-1%,-1%,-18%,-9%,-1%,NC(N)=NCCCS(=O)(=O)Nc1ccc(Nc2c3ccccc3nc3cc([N+](=O)[O-])ccc23)cc1
-9%,20%,2%,13%,18%,3%,-23%,-2%,5%,Cc1nn(-c2ccccc2)c(Cl)c1/C=C1\C(=O)N(C)C(=S)N1C
?,24%,11%,21%,13%,4%,-11%,3%,-3%,CCc1nnc(NC(=O)c2ccc(Cl)nc2)s1
-1%,34%,-23%,-2%,9%,0%,-2%,-1%,-16%,CC(=O)c1sc(NC(=O)COc2ccc(C)c(C)c2)nc1C
187%[activator],7%,7%,20%,2%,-1%,0%,-1%,5%,COc1ccc(OCC(O)CNC(=O)Nc2ccc(C(C)(C)C)cc2)cc1 (stereo not given)
-25%,20%,-6%,6%,1%,-1%,-9%,-2%,-7%,CS(=O)(=O)NCc1ccc(C(=O)NCCOc2ccccc2)cc1
4%,25%,2%,20%,-7%,-1%,-9%,.,.,CCCCNC(=O)Nc1ccccc1C(=O)NCCC
-10%,40%[activator],-18%,13%,-4%,-6%,-5%,-11%,0%,COC(=O)c1ccc(NC(=O)c2cccc3c2C(=O)N(C2CCCCC2)C3)cc1
0%,16%,12%[11.4 µM],-33%,-2%,-4%,-11%[11.4 µM],-4%,2%,COc1ccc(CN2C(=O)c3ccccc3C2C(=O)NC2CCC(C)CC2)c(OC)c1 (stereo not given)
324%[activator],20%,-4%,-5%,-2%,-3%,-19%,-4%,-12%,Cc1c(NC(=O)CSc2nc(N)cc(N)n2)c(=O)n(-c2ccccc2)n1C
217%[activator],28%,4%,30%,-10%,4%,-8%,-5%,2%,COc1ccc(S(=O)(=O)N(C)C)cc1NC(=O)CSC(C)C(=O)Nc1cc(C)on1 (stereo not given)
-17%,39%,-9%,11%[57.1 µM],-1%,22%,3%,i,-2%,CCOC(=O)CNC(=O)Nc1cc(C(=O)NCc2cccc(F)c2)ccc1N1CCCC1
-4%,54%[activator],-7%,22%,1%,1%,3%,-8%,-10%,Cc1nn(-c2ccccc2)c(C)c1C(=O)OCC(N)=O
-11%,24%,-2%,28%,6%,13%,-8%,5%,-4%,COc1ccc2c(CNCCc3ccccc3C)c(C(=O)O)n(Cc3ccccc3C)c2c1
20%,-15%,-3%,-4%,6%,-3%,?,-1%,-15%,CCOc1ccc(NC(=S)N(CCc2c(C)[nH]c3ccc(C)cc23)Cc2cccnc2)cc1
-17%,29%,9%,17%,-6%,0%,4%,.,.,CCOc1ccc(NC(=O)Cn2nnc(-c3ccccc3F)n2)cc1
?,13%,10%,16%,12%,-2%,-9%,-9%,5%,O=C(Cn1cc(S(=O)(=O)Cc2ccccc2Cl)c2ccccc21)Nc1ccc(F)cc1F
1%,-8%,4%,7%,-3%,-26%,?,3%,-8%,Cc1cccc(C2c3[nH]c4ccccc4c3CCN2Cc2ccc(C)s2)n1 (stereo not given)
-18%,-30%,-17%[11.4 µM],-21%,0%,41%[activator],?,-3%,0%,O=C(NCc1ccco1)c1cc([N+](=O)[O-])ccc1N1CCCCC1
5%,23%,19%,23%[57.1 µM],-2%,2%,7%,-4%,-5%,COC(=O)CSc1nc(C2CC2)nc2ccccc12
0%,40%,10%,11%,4%,4%,-15%,6%,-6%,Cc1ccc(S(=O)(=O)NC(=O)COc2ccccc2)cc1
?,-38%,-27%,-17%,19%,-22%,50µM*,-25%,-1%,COC(=O)c1ccc(C)c(NC(=O)CSc2sc3c(O)cc(=O)[nH]c3c2C#N)c1
4%,34%,-5%,-2%,5%,-8%,-18%,4%,1%,COc1ccc(C)cc1NC(=O)Nc1nnc(N2CCCCC2)s1
0%,31%,-3%,12%,-6%,.,11%,i,-8%,Cc1nc(NC(=O)C2CC2)sc1C(=O)N(C)C

# Only part of the results is shown, so the mix of outcomes need not match the whole.
